# High-throughput results (PubChem BioAssay)
# ERp5 inh: inhibitors of ERp5-driven insulin aggregation, primary screen, biochemical, turbidity, absorbance 650 nm, single point; Protein disulfide-isomerase A6 (Homo sapiens), Q15084; hit rate 0.05% among 350,000; inhibition, % at 9.99 µM; 90 min;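 active = mean replicate inhibition above about 25%, with every replicate also reaching it, limit read from the data, passing the limit was not always enough; inconclusive = only one of those two criteria met; inactive = neither criterion met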
# Target sequence (Q15084 whole entry, looked up): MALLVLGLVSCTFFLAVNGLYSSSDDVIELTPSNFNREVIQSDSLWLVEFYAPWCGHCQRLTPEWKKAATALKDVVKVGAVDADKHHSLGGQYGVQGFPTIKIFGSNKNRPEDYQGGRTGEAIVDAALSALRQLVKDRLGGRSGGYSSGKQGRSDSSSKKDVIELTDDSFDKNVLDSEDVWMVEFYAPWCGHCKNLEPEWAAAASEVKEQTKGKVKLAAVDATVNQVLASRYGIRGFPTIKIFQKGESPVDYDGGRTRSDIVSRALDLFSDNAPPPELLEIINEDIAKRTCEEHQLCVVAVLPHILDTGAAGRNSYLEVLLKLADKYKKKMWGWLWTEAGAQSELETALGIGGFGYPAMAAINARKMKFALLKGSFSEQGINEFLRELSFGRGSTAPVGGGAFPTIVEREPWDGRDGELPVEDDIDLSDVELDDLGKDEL
# CASP6 VEID inh: human caspase-6 inhibitors, primary screen, biochemical, VEID-R110 fluorescence, single point, set 2; inhibition, % at 12.5 µM; hit rate 0.53% among 350,000; AID 686996, 2013; P55212; purified caspase-6, Z-VEID-R110 cleavage fluorescence;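 active = mean inhibition across replicates at least about 35%, with every replicate also reaching that limit, limit read from the data; inconclusive = only one of the two criteria met; inactive = neither criterion met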;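 also: 0% = median of neutral control wells and 100% = no fluorescence left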
# RAD54 inh: inhibitors of human RAD54 branch migration, primary screen, biochemical, fluorescence, single point. DNA repair and recombination protein RAD54-like (Homo sapiens), Q92698. RAD54 Holliday junction branch migration, FAM/BHQ fluorescence. inhibition, % at 10.4 µM. hit rate 0.14% among 360,000;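 active = mean normalized replicate activity at least 40 and at least half of replicates scoring 40 or more; inconclusive = only one of the two criteria met; inactive = mean below 40 and under half of replicates reaching 40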;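 also: 0% = median of neutral control wells and 100% = median of positive control wells; inhibitors cause a drop in the FAM fluorescence signal; in these data hits start at about 50%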
# PglD inh: C. jejuni PglD acetyltransferase inhibitors, primary screen, biochemical, DTNB colorimetric, single point. UDP-N-acetylbacillosamine N-acetyltransferase PglD (Campylobacter jejuni). purified PglD enzyme, DTNB colorimetric CoA detection. inhibition, % at 12.5 µM. hit rate 0.098% among 360,000; in the data active = inhibition above about 16%, passing the limit was not always enough; inconclusive = no clear call, values can overlap the other calls; also: strong numbers were not always called active
# E-sel inducer: E-selectin induction in HUVECs, primary screen, imaging, HUVEC, immunofluorescence imaging, single point; P16581; activation, % at 7.58 µM; hit rate 0.37% among 260,000; normalized: neutral wells 0, TNF-alpha wells 100;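 active = mean E-selectin-positive cell signal at least 10% of the positive control, reached in at least 60% of replicates, without over 20% cell loss; inconclusive = no rule given, readout overlaps actives, possibly toxicity-flagged; inactive = the rest, including those meeting only one limit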;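 also: in these data hits start at about 27%; measured in HUVEC primary endothelial cells; signal is the percent of cells scored E-selectin positive by PE staining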
#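 System: HUVEC, human umbilical vein endothelial cells; quantity: 3,000 cells/well; buffer or medium: EGM-2 medium, gelatin-coated wells; dosing: single-point compound dose; detection: immunofluorescence imaging; evaluation: % PE-positive cells; benchmarks: TNF-alpha, DMSO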
# esBAF inh: Bmi1 luciferase reporter increase in mESCs, primary screen, esBAF inhibitor project, mouse ES cells, Bmi1 luciferase knock-in, single point; reporter increase, % at 12.5 µM; hit rate 2% among 350,000; 24 h; 100% = twice the neutral-well signal; AID 602393, 2012; in the data active = activation above about 40%; inconclusive = no clear call, values can overlap the other calls;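 also: 0% = median of the plate's neutral control wells and 100% = double that signal; a rise in the Bmi1 reporter signal indicates esBAF inhibition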
# RAD52 inh: RAD52 DNA annealing inhibitors, primary screen, biochemical, FRET, single point, set 2. DNA repair protein RAD52 homolog (Homo sapiens), P43351. recombinant RAD52 DNA annealing, FRET fluorescence. inhibition, % at 18.7 µM. hit rate 0.46% among 360,000. AID 651710, 2012;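 active = every replicate showing at least 50% inhibition; inconclusive = mean inhibition at least 50% but not in every replicate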
# Target sequence (P43351 whole entry, looked up): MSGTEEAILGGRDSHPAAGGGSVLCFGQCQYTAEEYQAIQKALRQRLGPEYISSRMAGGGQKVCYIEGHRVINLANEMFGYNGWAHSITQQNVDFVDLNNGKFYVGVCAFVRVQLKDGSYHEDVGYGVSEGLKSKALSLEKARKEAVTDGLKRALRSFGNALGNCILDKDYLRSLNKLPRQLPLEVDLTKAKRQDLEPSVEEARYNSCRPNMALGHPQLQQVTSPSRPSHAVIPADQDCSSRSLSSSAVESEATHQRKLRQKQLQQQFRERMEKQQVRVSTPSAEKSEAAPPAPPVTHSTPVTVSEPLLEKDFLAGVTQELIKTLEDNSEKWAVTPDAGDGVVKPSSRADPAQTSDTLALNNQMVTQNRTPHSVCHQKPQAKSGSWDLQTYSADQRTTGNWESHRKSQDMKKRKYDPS
# ARNT TACC3 PPI: disruptors of ARNT/TACC3 protein interaction, primary screen, biochemical, AlphaScreen, single concentration; AlphaScreen His-ARNT PAS-B/GST-TACC3 binding, luminescence; TACC3 fragment carries E629A point mutation; Transforming acidic coiled-coil-containing protein 3 (Homo sapiens), Q9Y6A5; hit rate 0.66% among 390,000; inhibition, % at 9.99 µM;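 active = mean inhibition of replicates at least 50% and at least half of replicates each reaching 50%; inconclusive = half or more replicates reach 50% but mean below 50%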;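 also: 0% = complete ARNT plus TACC3 wells and 100% = ARNT alone without TACC3; many hits fall short of the cut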
# An asterisk follows results filed as active; u = inconclusive; x = not tested or not shown. Compounds were not picked by outcome; 3.2% or so of the library scored in one or more.
# Preview, 4 compounds:
No.	mol	ERp5 inh	CASP6 VEID inh	RAD54 inh	PglD inh	E-sel inducer	esBAF inh	RAD52 inh	ARNT TACC3 PPI
1	COc1ccc(C)cc1-n1nnnc1SCC(=O)c1cc(C)n(Cc2ccco2)c1C	x	x	-7	5	3.0	-4	x	-13
2	CC(C)(C)Nc1nc(N2CCCC2)nc(N2CCCC2)n1	x	x	2	4	x	-63	x	-1
3	CCn1c(CN2CCOCC2)nnc1SCC(=O)Nc1cccc(C)c1	2	-3	-3	-3	-3.2	4	-4	-11
4	COc1ccccc1NC(=O)CN1CCN(CC(=O)Nc2cc(NC(C)=O)ccc2OC)CC1	x	x	1	-7	x	7	x	0

# The list itself (from the top)
No.	mol	ERp5 inh	CASP6 VEID inh	RAD54 inh	PglD inh	E-sel inducer	esBAF inh	RAD52 inh	ARNT TACC3 PPI
1	COc1ccc(C)cc1-n1nnnc1SCC(=O)c1cc(C)n(Cc2ccco2)c1C	x	x	-7	5	3.0	-4	x	-13
2	CC(C)(C)Nc1nc(N2CCCC2)nc(N2CCCC2)n1	x	x	2	4	x	-63	x	-1
3	CCn1c(CN2CCOCC2)nnc1SCC(=O)Nc1cccc(C)c1	2	-3	-3	-3	-3.2	4	-4	-11
4	COc1ccccc1NC(=O)CN1CCN(CC(=O)Nc2cc(NC(C)=O)ccc2OC)CC1	x	x	1	-7	x	7	x	0
5	CN1C(=O)c2cc(NC(=O)Nc3ccc(Cl)cc3)ccc2OC[C@@H]2O[C@H](CC(=O)NCCN3CCCCC3)CC[C@@H]21	0	3	18	3	0.4	2	54*	5
6	Cc1ccc(-c2nnn(CC(=O)N(CC(=O)NC3CCCC3)c3ccccc3F)n2)o1	-2	0	6	-4	x	-1	-14	-4
7	Cc1[nH]n(-c2ccccc2)c(=O)c1/C=N/N(c1ccccc1)c1ccccc1	-12	-2	x	x	x	x	-11	55*
8	O=C(NC(Cc1ccccc1)C(=O)O)/C(=C\c1ccc(Br)cc1)NC(=O)c1ccc(Br)o1 (centres undefined)	-1	7	-4	-5	x	-3	-19	-7
9	CC1CCC(C#N)(N(C)C(=O)CSc2nnc(C3CC3)n2C2CC2)CC1 (centres undefined)	-5	0	-1	1	x	1	-1	x
10	CC=Cc1ccc2n(c1=O)C[C@H]1[C@H](CO)[C@@H](C(=O)NCC3CC3)[C@@H]2N1Cc1ccccc1OC (mixture of isomers)	1	-1	4	-6	-0.3	-3	2	-1
11	C[C@H]1CN([C@@H](C)CO)C(=O)Cc2cc(N(C)C)ccc2O[C@H]1CN(C)C(=O)Nc1cccc2ccccc12	0	1	-1	-2	-14	2	-2	-8
12	NNC(=O)CSc1nc(-c2ccccc2)cn1-c1ccccc1	5	-3	x	x	x	x	-9	2
13	CCN(CC)C(=O)CSc1nnc(-c2ccco2)n1Cc1ccco1	x	x	-2	2	x	-8	x	-1
14	Cc1cccn2c(NCc3ccc4c(c3)OCO4)c(-c3ccc(O)cc3)nc12	6	-4	x	x	x	x	-7	-16
15	CCOc1ccc(CNC(=O)C2CCN(S(=O)(=O)CC)CC2)cc1OC	2	1	8	-1	x	-10	-3	-3
16	COc1cc(CN2CCC(Cc3ccccc3)CC2)cc([N+](=O)[O-])c1O	1	0	6	1	0.4	-6	-3	4
17	CN(C(=O)c1cccc(NC(=O)Cc2cccc(NC(=O)C3CCCN(C(=O)C4CCCC4)C3)c2)c1)C1CC1 (centres undefined)	3	-1	6	2	-0.1	5	-11	-4
18	CCOc1ccccc1Nc1cc(C)nc2nnnn12	-1	0	x	x	5.9	0	-17	-5
19	CC(=O)N(C)C[C@H]1Oc2ncc(C#C[C@H](C)O)cc2C(=O)N([C@@H](C)CO)C[C@@H]1C	3	0	-3	3	0.0	-1	3	-6
20	CCOc1ccccc1C(=O)NCC(=O)N(C)Cc1cccnc1	-2	-97	-6	0	-0.2	-6	-4	x
21	CCCNC(=O)C1CCN(S(=O)(=O)c2ccc(-c3nn[nH]n3)cc2)CC1	x	x	-2	-1	x	2	x	1
22	CCCNC(=O)N(C)C[C@@H]1Oc2ncc(C#C[C@@H](C)O)cc2C(=O)N([C@@H](C)CO)C[C@@H]1C	4	-1	3	0	-0.2	-5	-9	-4
23	C[C@@H]1CN([C@@H](C)CO)C(=O)c2cccc(NC(=O)Nc3cccc4ccccc34)c2O[C@H]1CN(C)S(=O)(=O)c1ccccc1	-3	2	-5	5	x	-4	0	x
24	CCC(=O)Nc1c(-c2ccc3ccccc3c2)nc2ccccn12	5	1	-7	7	0.8	11	-20	-36
25	O=C(CSc1n[nH]c(=O)n1Cc1ccco1)c1ccc2c(c1)OCCO2	2	0	-6	3	-0.1	-7	-18	2
26	CO[C@@H]1CN(C)C(=O)c2ccc(NC(=O)c3ccccc3)cc2OC[C@@H](C)NC[C@@H]1C	1	2	4	0	-0.2	0	-2	3
27	CCC(=O)Nc1ccc2c(c1)C(=O)N(C)C[C@H](OC)[C@@H](C)CN(CCC(F)(F)F)[C@@H](C)CO2	-5	-2	x	x	0.1	x	-6	x
28	Cc1ccc(Nc2nc(-c3ccc(F)cc3)cs2)nc1	0	1	-6	-7	x	76*	2	-4
29	Cc1ccc2nc(C(O)C(O)c3nc4ccc(C)cc4[nH]3)[nH]c2c1 (centres undefined)	x	x	-2	1	x	43*	x	-9
30	O=[N+]([O-])c1c(-c2cn[nH]c2)n[nH]c1-c1cn[nH]c1	6	-2	x	x	x	-2	-12	28

# Fetched one by one from the entries so far (3):
No.	mol	ERp5 inh	CASP6 VEID inh	RAD54 inh	PglD inh	E-sel inducer	esBAF inh	RAD52 inh	ARNT TACC3 PPI
23	C[C@@H]1CN([C@@H](C)CO)C(=O)c2cccc(NC(=O)Nc3cccc4ccccc34)c2O[C@H]1CN(C)S(=O)(=O)c1ccccc1	-3	2	-5	5	x	-4	0	x
25	O=C(CSc1n[nH]c(=O)n1Cc1ccco1)c1ccc2c(c1)OCCO2	2	0	-6	3	-0.1	-7	-18	2
26	CO[C@@H]1CN(C)C(=O)c2ccc(NC(=O)c3ccccc3)cc2OC[C@@H](C)NC[C@@H]1C	1	2	4	0	-0.2	0	-2	3

# Later entries:
No.	mol	ERp5 inh	CASP6 VEID inh	RAD54 inh	PglD inh	E-sel inducer	esBAF inh	RAD52 inh	ARNT TACC3 PPI
31	Cn1c(CCNC(=O)C2CCCCC2)nc2cc(NC(=O)c3cccs3)ccc21	2	-8	x	x	0.3	x	-19	28
32	CSc1ccc(/C=C/C(=O)OCC(=O)NC2CCS(=O)(=O)C2)cc1 (centres undefined)	1	8	7	-4	-1.7	-5	-5	1
33	CC(C)(C)OC(=O)NCCCCCNC(=O)c1nc[nH]c1C(=O)N1CCN(C(=O)OC(C)(C)C)CC1	2	x	-8	-5	-0.1	-3	-2	-3
34	CSc1nn2c(C(F)(F)F)cc(C(F)(F)F)nc2c1C(=O)O	4	3	x	x	0.8	0	0	-2
35	O=C(C1CCC1)N1CC(=O)N2[C@H](CO)[C@H](c3ccc(-c4cccnc4)cc3)[C@H]2C1	-2	2	x	x	0.0	x	-12	x
36	COc1cccc(C(=O)Nc2cnn(C(C)C)c2)c1	-4	0	x	x	x	x	-4	-2
37	O=C(C[C@H]1C=C[C@@H](NC(=O)CN2CCOCC2)[C@H](CO)O1)NCCc1ccncc1	3	0	x	x	0.4	x	-6	x
38	Cc1cccc(C)c1OCc1cn(CC(=O)c2ccc(O)cc2)nn1	-7	10	-8	2	-0.2	1	-15	2
39	CCn1c2ccccc2c2nc3cc(S(=O)(=O)N4CCOCC4)ccc3nc21	x	x	-2	-4	x	0	x	1
40	O=C(CC1CC1)Nc1ccc2c(c1)[C@H]1C[C@@H](CC(=O)NC3CCCCC3)O[C@@H](CO)[C@H]1O2	-1	0	5	2	0.1	-1	-14	-2
41	CCOC(=O)CN(C(=O)CSc1nnc(Cc2ccccc2)n1-c1ccc(C)cc1)c1ccccc1	x	x	-2	-2	x	13	x	-9
42	Cc1noc(C)c1S(=O)(=O)Nc1ccc2c(c1)CC(=O)N([C@H](C)CO)C[C@H](C)[C@@H](CN(C)C(=O)NC1CCCCC1)O2	-6	-1	1	-2	2.3	2	-5	-5
43	CCOc1cc(/C=N/NC(=O)N/N=C/c2ccc(O)c(OCC)c2)ccc1O	-3	0	x	x	0.6	x	2	x
44	COc1ccc(CCN2C(=O)CC(NNC(=O)c3ccccc3Br)C2=O)cc1 (centres undefined)	3	-1	0	-3	x	x	-5	-6
45	COc1cccc(C(=O)Nc2ccc3c(c2)OC[C@H](C)N(C(=O)C2CCCC2)C[C@@H](C)[C@H](OC)CN(C)C3=O)c1	0	5	-4	6	-0.2	0	11	-11
46	O=C(CN(C(=O)c1csnn1)c1ccccc1F)NC1CCCCC1	3	-2	-13	-12	x	0	-10	7
47	Cc1[nH]c2ccccc2c1C(=O)C(=O)Nc1ccc2c(c1)OCCO2	5	4	-5	4	-0.3	x	-9	3
48	O=C1c2ccccc2N2C(=O)c3ccccc3[C@H]2N1c1ccccc1	x	x	-1	-1	x	-7	x	5
49	O=C1C=CN(C2OC(CO)C(O)C2O)C(=O)C1 (centres undefined)	3	2	x	x	1.2	x	-5	x
50	CSc1cccc(NC(=O)C2CCN(S(=O)(=O)c3cnc[nH]3)CC2)c1	-3	4	1	4	x	0	-1	-1
51	CCOc1cc(S(=O)(=O)N2CCN(c3ccc(F)cc3)CC2)c(OCC)cc1-n1cnnn1	x	x	8	5	x	-8	x	-9
52	O=C(Nc1ccc(Cl)cc1)C1Cc2c(-c3ccccc3Oc3ccccc3)ccnc2O1 (centres undefined)	5	-2	-1	-2	-0.1	6	-9	x
53	O=C(O)CC(NC(=O)C12CC3CC(CC(C3)C1)C2)c1cccc([N+](=O)[O-])c1 (centres undefined)	2	-1	-13	-1	x	-8	-10	-21
54	O=S(=O)(/N=C(/Nc1cccnc1Cl)c1ccccc1)c1ccccc1	2	3	14	1	0.2	0	-13	-13
55	CC1Cc2ccccc2N1C(=O)Cn1c(=O)oc2cc(S(=O)(=O)NC3CCCC3)ccc21 (centres undefined)	4	2	9	3	u	0	2	-7
56	CC(C)CC1=NN(C(=O)c2ccncc2)C(O)(C(F)(F)F)C1 (centres undefined)	x	x	6	8	x	6	x	-5
57	CC(C)N1CCN(Cc2ccc(-c3ccccc3)cc2)CC1CCO (centres undefined)	5	-1	-1	-1	0.0	-16	-7	0
58	COc1ccc(N(C=O)C(C(=O)Nc2c(C)cccc2C)c2ccccc2)cc1 (centres undefined)	0	-1	x	x	x	x	-13	-6
